# Compound activity deposited in PubChem by National Center for Advancing Translational Sciences (NCATS).
# IMPase Li inh = cell-permeable IMPase inhibitors with lithium potentiation. CHO-M1 cells, IP1 TR-FRET (IP-One), carbachol + lithium. 210,000 tested, 0.35% active. Potency, µM (top dose mostly 59.4 µM), for inactives: at the highest dose activity, negative = IMPase inhibition, usual class: inhibitors;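 also: IP1 builds up when IMPase is blocked and the TR-FRET signal falls; plate controls were basal vehicle for no effect and high inhibitor control for full effect; nearly all actives have a fitted effect of over 50% in size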
#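 CHO-M1, 2000 cells/well, 16–30 h culture; cpd + low Li+, 30 min 37C; lysis with d2-IP1/Eu-anti-IP1 Ab, 10 min RT; TR-FRET 665/620 ratio and 620 channel; AC50 via Hill.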
# GoLoco inh red = RGS12 GoLoco-Gai1 interaction inhibition; P63096; Gai1:RGS12 GoLoco peptide FP, rhodamine, 10 min; Potency, µM (series often up to 61.6 µM), for the others: top-dose activity, negative = inhibition, hits mostly inhibitors; 230,000 tested, 0.44% active; AID 880; active = well fitted inhibition curve with a large enough effect, not every such curve was filed as active; inactive = no such curve, though single readings can be large or run the other way; also: % is scaled to controls: 0 for no effect and ±100 for the full control effect; nearly all actives have a fitted effect of over 30% in size; many of its hits are not listed in these tables
# Target sequence (P63096 whole entry, looked up): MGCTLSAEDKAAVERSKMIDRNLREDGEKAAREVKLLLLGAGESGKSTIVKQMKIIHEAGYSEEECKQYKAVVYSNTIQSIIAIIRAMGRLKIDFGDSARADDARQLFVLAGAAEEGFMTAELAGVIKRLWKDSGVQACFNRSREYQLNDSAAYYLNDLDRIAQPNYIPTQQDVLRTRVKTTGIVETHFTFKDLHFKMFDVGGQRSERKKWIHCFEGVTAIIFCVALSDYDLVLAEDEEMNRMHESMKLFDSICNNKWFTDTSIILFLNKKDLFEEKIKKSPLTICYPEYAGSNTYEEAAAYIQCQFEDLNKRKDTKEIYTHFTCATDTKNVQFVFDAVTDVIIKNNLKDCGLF
# GAA glycogen mod = GAA glycogen-cleavage inhibition or activation. recombinant GAA, glycogen substrate, Amplex Red glucose oxidase fluorescence. Potency, µM (doses to about 76.4 µM), for the others: top-dose activity change, negative = inhibition, actives largely listed as inhibitors. AID 2100. P10253. 300,000 tested, 0.38% active;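 also: 0% = full enzyme reaction and -100% = no-enzyme basal signal; the screen sought inhibitors and activators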
#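 Recombinant human enzyme (4 nM); glycogen substrate; 37 C, 40 min, pH 5.0. Readout: coupled glucose oxidase/Amplex Red fluorescence.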
# GAA inh = alpha-glucosidase (human) inhibition; P10253; purified human GAA, 4-MU-alpha-glucoside fluorescence; Potency, µM (doses to about 76.9 µM), inactives show top-dose activity change, negative = inhibition, hits mostly inhibitors; 200,000 tested, 0.005% active;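 also: plate controls were uninhibited enzyme wells for no effect and no-enzyme background for full effect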
#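 Fluorescence at Ex 365/Em 440 nm from 4-methylumbelliferone reported enzyme activity after 20 min at room temperature. Reactions used 4 nM enzyme and 400 uM substrate at pH 5.0; curves fitted with the Hill equation.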
# HTT ATP protect = Huntington cell model cytoprotection by ATP luminescence; PC12 HTT-Q103 induced, cytoprotection, ATP luminescence, 40 h; Potency, µM (highest dose often 56.4 µM), for inactives: cytoprotection (ATP increase), actives largely listed as activators; 230,000 tested, 0.14% active; AID 1471;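 also: % of control where 0% means no effect; nearly all actives have a fitted effect of over 45% in size; toxic huntingtin expression switched on by the ecdysone agonist tebufenozide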
#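 Quantitative HTS on tebufenozide-induced (100 nM) PC12 cells expressing HTTQ103 exon 1–GFP; compounds tested as a concentration series; survival measured via cellular ATP.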
# GAA spleen mod = inhibitors or activators of human alpha-glucosidase in spleen homogenate | Potency, µM (highest dose often 79.9 µM), without a hit: at the top dose activity change, negative = inhibition, hits mostly inhibitors | human spleen homogenate, 4-MU-alpha-glucoside fluorescence | AID 2112 | P10253 | 240,000 tested, 0.006% active;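 also: 0% = enzyme with vehicle and -100% = no enzyme basal signal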
#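 Human spleen homogenate (1 ug) incubated with compounds and 1 mM 4-methylumbelliferyl-alpha-D-glucopyranoside in pH 5.0 citrate/phosphate buffer, 37 C, 40 min. Stopped at pH 10; 4-MU fluorescence (Ex 365/Em 440 nm); AC50 by Hill fit.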
# HTT aggregate = reduces HttQ103-GFP aggregates in PC12 cells; 220,000 tested, 1.1% active; Potency, µM (series often up to 46.1 µM), for the others: at the top dose activity change, negative = inhibition, usual class: inhibitors; PC12 HttQ103-GFP aggregates, Acumen cytometry, 40 h; also: % is scaled to controls: 0 for no effect and ±100 for the full control effect; nearly all actives have a fitted effect of over 60% in size
#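 Aggregates are detected as GFP objects 1–25 µm with signal 6 STDEV over background in lysates of induced PC12 cells. These carry Huntingtin exon 1 with 103 glutamines fused to GFP under an ecdysone promoter; compounds titrated.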
# The depositor's hits bear a star; ? = inconclusive; . = not tested or not shown; & = joins results of further samples; [ ] = another dose, or the depositor's remark. Unless noted, calls follow the shape of the dose curve; as a rule, active = well fitted curve in the direction sought with a large enough effect; inconclusive = small, poorly fitted or top-dose-only effect, or another doubt; inactive = no such curve, though single readings can be large; an effect the other way counts as inactive or inconclusive. Potency is read from the fitted curve at half-maximal effect. A portion of the library, so the mix of outcomes need not match the whole.
SMILES,IMPase Li inh,GoLoco inh red,GAA glycogen mod,GAA inh,HTT ATP protect,GAA spleen mod,HTT aggregate
CCCCn1nnc(NC(=O)c2ccc(-c3ccccc3)cc2)n1,3%,5%,3%,-5%,12%[10 µM],3%,-19%
Cc1ccc(-c2n[nH]c3c2C(c2ccccc2)N(c2ccc(C(=O)O)cc2)C3=O)cc1 (centres undefined),.,5%,4%,.,6%[10 µM],-2%,-1%[9.22 µM]
[N-]=[N+]=CC(=O)c1ccnc(C(=O)C=[N+]=[N-])c1,7%[38.3 µM],-1%,3%,6%,-5%,-1%,-23%
COc1cc2c(cc1OC)C(Nc1ccccc1)=NC(C)(C)C2,6%,-10%,5%,2%,0%[1.9 µM],2%,-12%
CN(C(=O)COC(=O)c1cc(S(=O)(=O)N2CCOCC2)c(Cl)cc1Cl)C1CCS(=O)(=O)C1 (centres undefined),-5%,7%,11%,9%,-6%,2%,16%[9.22 µM]
O=C(O)c1[nH]c2c([N+](=O)[O-])cc([N+](=O)[O-])cc2c1C(=O)O,-7%,6%[14.2 µM],.,.,-12%[10 µM],.,.
Cc1cc(C)c2nc3nc(C)cc(C)c3c(N)c2c1,21%,10%,-12%,12%,.,-3%,?
O=C(O)CCN1C(=S)CSC1=S,-1%,0%[14.2 µM],.,.,1%[10 µM],.,.
C/C=C/C(=O)OCC(=O)Nc1ccccc1Br,?,8%,4%,-3%,?,-9%,-13%
CCOC(=O)C1=C(C)N[C@@]2(O)c3ccccc3C(=O)[C@@]12O,-2%,8%,-18%,-14%[15.4 µM],-1%[10 µM],-1%,-23%
CCOC(=O)C1CCCN(C(=O)C2CCC(CNS(=O)(=O)c3ccc(NC(C)=O)cc3)CC2)C1 (centres undefined),-5%[38.3 µM],8%,8%,-12%,-4%,-15%,12%
CCOc1ccc(C(=O)OCCN(C)C)cc1,-4%[38.3 µM],-27%,-8%,-1%,-3%,-6%,7%
O=C1N/C(=N\c2ccccn2)SC1Cc1ccccc1Cl (centres undefined),.,1%,1%,-7%,28%[10 µM],-2%,8%[9.22 µM]
C=CCNC(=O)c1ccc([N+](=O)[O-])c(Cl)c1,-7%,0%,-2%,2%,-24%[10 µM],2%,17%
CCOc1ccc(CNc2ccc3c(c2)ncn3C)cc1,27%[38.3 µM],-7%,-24%,-14%,-18%[0.074 µM],-2%,-13%
C[N+](C)(C)CCOP(=O)([O-])OC[C@H](O)CO,-4%,8%,5%,0%[15.4 µM],.,2%,-10%
O=C(NCc1ccncc1)c1cnccn1,4%[38.3 µM],5%,4%,-7%,28%,-10%,-7%
COc1ccc(C(=O)N2CCC[C@@]3(CCN(c4ccncc4)C3)C2)cc1,4%,6%,.,.,24%,-5%,.
COc1ccc(Sc2nc(-c3ccccc3)ncc2OC)cc1,4%,5%,5%,0%,-20%,.,-3%
CCOC(=O)N1CCN(C(=O)CC(=O)Nc2ccc3nc4n(c(=O)c3c2)CCCCC4)CC1,-4%[38.3 µM],21%,8%,4%,-18%,3%,9%
CC(=O)c1c(Nc2ccc3c(c2)OCCO3)oc(C)cc1=O,-9%[38.3 µM],-5%,-3%,-2%[15.4 µM],-8%,-4%,11%
O=C(O)c1ccc(/C=C/c2nc3sc4c(c3c(=O)[nH]2)CCC4)cc1,0%,8%,4%,2%,-37%[inhibitor],-3%,-1%
OC(COc1ccccc1)CN1CCCC1 (centres undefined),-7%,-4%,8%,2%,-21%,.,-3%
Cc1cc(C)cc(NC(=O)Cn2ncn3c(cc4ccccc43)c2=O)c1,-2%[38.3 µM],7%,-9%,?,13%[10 µM],0%,10%
COc1ccc(NC(=S)NCc2cccnc2)cc1,3%,-6%,-1%,9%,-5%,1%,-8%
Cc1cccc(C)c1NC(=O)C1CCCN(CCCc2ccccc2)C1 (centres undefined),55%[activator][38.3 µM],0%,7%,-11%,-8%,-16%,-8%
CC(C)CCNC(=O)COc1ccc2c3c(c(=O)oc2c1)CCC3,-2%[38.3 µM],9%,4%,10%,-3%,0%,3%
NC1=NC2C(N=C(Br)N2[C@@H]2O[C@H]3COP(=O)(O)O[C@@H]3[C@@H]2O)C(=O)N1 (some centres undefined),16%,5%,.,.,24%,1%&-10%,.
CC(=O)CC1(O)C(=O)Nc2ccccc21 (centres undefined),.,4%,6%,.,-20%[10 µM],-8%,8%[9.22 µM]
COc1ccc(C)cc1NC(=O)CN(c1ccc(F)cc1)S(C)(=O)=O,4%[38.3 µM],-8%,2%,-3%,-6%,1%,11%

# In the list so far, 2 have a nitro group on carbon.
SMILES,IMPase Li inh,GoLoco inh red,GAA glycogen mod,GAA inh,HTT ATP protect,GAA spleen mod,HTT aggregate
O=C(O)c1[nH]c2c([N+](=O)[O-])cc([N+](=O)[O-])cc2c1C(=O)O,-7%,6%[14.2 µM],.,.,-12%[10 µM],.,.
C=CCNC(=O)c1ccc([N+](=O)[O-])c(Cl)c1,-7%,0%,-2%,2%,-24%[10 µM],2%,17%

# Going on with the list:
SMILES,IMPase Li inh,GoLoco inh red,GAA glycogen mod,GAA inh,HTT ATP protect,GAA spleen mod,HTT aggregate
O=C1c2ccccc2C(=O)N1CCCc1nc2ccccc2c(=O)n1Cc1ccco1,8%[38.3 µM],2%,9%,-2%,4%,5%,?
COc1ccc(O[C@H]2C=C[C@@H](c3ccccc3)O[C@@H]2COC(=O)CC/C(C)=N/O[C@@H](C)CN2CCCCc3nc(C)c(C)cc32)cc1,33%[activator],44%[activator],-5%,4%[15.4 µM],.,-6%,32%
CCOC(=O)N1CCN(c2c(NCCCN(CC)CC)c(=O)c2=O)CC1,22%[38.3 µM],-15%,10%,-10%,-16%,-6%,23%
CC(C)C[C@H](NC(=O)Nc1cccc(Br)c1)C(=O)O,-2%,7%,4%,10%,-3%[0.074 µM],-7%,-3%
Clc1ccc(-c2csc(N3CCOCC3)n2)cc1,-5%,6%,-5%,-4%,-10%[10 µM],-1%,-17%
O=S(=O)(NCCNS(=O)(=O)c1ccc(F)cc1)c1ccc(F)cc1,15%[38.3 µM],1%,4%,-1%,12%,10%,10%
Cc1ccccc1N=C(NO)c1nonc1N,-1%,8%,2%,10%,13%[10 µM],-3%,22%[9.22 µM]
O=C1[C@H]2CCC=C[C@H]2[C@H](c2ccccc2Br)N1Cc1ccccc1,31%,0%[88.7 µM],.,.,-147%[inhibitor],-1%[119 µM],.
CN(C)/C=N/c1c(C#N)cnn1-c1nc2ccccc2s1,-26%[38.3 µM],1%,1%,-1%,-25%,2%,3%
COc1cc(/C=C/C(=O)N2CCCCC2=O)cc(OC)c1OC,13%,-18%,.,.,-4%[1.9 µM],3%,.

# Next part, overlapping the part above by two compounds.
SMILES,IMPase Li inh,GoLoco inh red,GAA glycogen mod,GAA inh,HTT ATP protect,GAA spleen mod,HTT aggregate
CN(C)/C=N/c1c(C#N)cnn1-c1nc2ccccc2s1,-26%[38.3 µM],1%,1%,-1%,-25%,2%,3%
COc1cc(/C=C/C(=O)N2CCCCC2=O)cc(OC)c1OC,13%,-18%,.,.,-4%[1.9 µM],3%,.
O=C(Nc1ccc(NC(=O)c2ccco2)cc1)c1ccc2c(c1)OCO2,-4%[38.3 µM],21%,2%,3%,-16%,3%,21%
COc1ccc(Cn2c(=O)n(Cc3ccco3)c(=N)c3c4c(sc32)COC(C)(C)C4)cc1,8%[38.3 µM],2%,-7%,-3%,10%,-10%,?
COc1cc(C(=O)O)c([N+](=O)[O-])c(OC)c1OC,-13%,0%[14.2 µM],2%,-6%,5%&16%[10 µM],1%,5%[9.22 µM]
Cc1cccc(OCC(=O)NN2C(=O)C3C4C=CC(O4)C3C2=O)c1 (centres undefined),4%,-32%,10%,5%,21%,4%,24%[9.22 µM]
CC1(NC(=S)N(CCO)CCO)CCS(=O)(=O)C1 (centres undefined),-4%,-6%,5%,-3%,-14%[10 µM],-7%,-1%
CCC1S/C(=C(\C#N)C(N)=O)N(c2ccc(F)cc2)C1=O (centres undefined),2%[38.3 µM],-13%,0%,-1%,12%,3%,8%
Cc1ccc(NC2=NCC(=O)N2CCc2ccccc2)cc1C,1%,10%,-13%,2%,1%[10 µM],2%,-2%
CCOC(=O)c1c(/N=C/N(C)C)sc(C(=O)OC)c1C,2%[38.3 µM],-11%,7%,-16%,-6%,-4%,?
COC(=O)c1cc(=O)nc2sccn12,-8%[38.3 µM],12%,3%,-8%,-6%,-6%,2%[9.22 µM]
CS(=O)(=O)N(Cc1ccccc1Cl)c1ccc(C(=O)NCc2ccccn2)cc1,7%,-2%,2%,-3%,23%[10 µM],-7%,17%
COCCNC(=O)[C@H](C)[C@H]1C[C@]1(C)[C@H](NC(=O)OCc1ccccc1)c1ccccc1,5%&-5%,2%&4%,3%,4%,3%,2%&-1%,9%
N/C(=N\OC(=O)COc1cc(Cl)c(Cl)cc1Cl)c1ccccn1,6%,7%,-9%,-6%,.,6%,-1%
Cc1cc(C)c2[nH]c(=O)c(CN(Cc3cccs3)C(=S)NCC3CCCO3)cc2c1 (centres undefined),8%,3%,-8%,-2%,-21%[10 µM],6%,-9%
CC(C)c1onc(C(=O)N2CCN(c3ccccc3)CC2)c1[N+](=O)[O-],.,-10%,3%,.,8%[10 µM],0%,-8%[9.22 µM]
Cc1onc(C(=O)NN)c1-c1csc(COc2ccccc2)n1,.,2%,-17%,-4%,8%[10 µM],-3%,22%[9.22 µM]
COc1ccccc1N(C)S(=O)(=O)c1ccc(C(=O)OCC(=O)c2c[nH]c3ccccc23)cc1,20%,-9%,-1%,-7%,4%[0.074 µM],4%,14%
COc1ccnc(Nc2ccc(C)c(C)c2)c1C#N,-7%,-2%,1%,2%,12%[10 µM],-21%,3%
COc1ccc(N(C(C)=O)S(=O)(=O)c2cc(OC)ccc2OC)cc1,-7%[38.3 µM],5%,2%,0%,-16%,1%,16%
CC(=O)C1=C(C)NC(SCC(N)=O)=C(C#N)C1c1cccs1 (centres undefined),-9%[38.3 µM],6%,-3%,0%,-1%,-1%,-25%
CCCCn1c(-c2csc3ccccc23)n[nH]c1=S,30%[38.3 µM],0%,-21%,-2%,-37%,-7%,-5%
CN(C)CCC=C1c2ccccc2C=Cc2ccccc21,30%&36%&32%&23%,2%[14.2 µM],.,.,?,2%,-12%
O=C(O)COc1ccccc1C1C2C(=O)N(c3ccccc3)C(=O)C2ON1c1ccccc1 (centres undefined),4%[38.3 µM],-2%,-4%,10%,-16%[0.074 µM],1%,3%
CC(C)NC(=O)N1CC[C@@]2(CCCN(S(C)(=O)=O)C2)C1,-4%,6%,.,.,?,10%,.
O=C(CN1C(=O)c2ccccc2C1=O)Nc1sc2c(c1C(=O)NCC1CCCO1)CCC2 (centres undefined),3%[38.3 µM],16%,-12%,-5%,-16%,-10%,2%
